PRMT1 inh – PRMT1 methyltransferase inhibitors, primary screen, biochemical, fluorescence polarization; Protein arginine N-methyltransferase 1 (Homo sapiens), Q99873; recombinant PRMT1, activity-based probe fluorescence polarization; inhibition, % at 2.79 µM; 370,000 tested, 1.3% active;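 active means inhibition above about 21% made by adding two undisclosed values, limit read from the data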
DDE Tn6 FP inh – inhibitors of Tn6 peptide binding to fibrin DD(E), primary screen, biochemical, fluorescence polarization, human fibrin, Tn6 probe; Fibrin DD(E) TRITC-Tn6 fluorescence polarization displacement; inhibition, % at 8.3 µM; 370,000 tested, 0.21% active; AID 720509, 2013;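 active means inhibition above a per-campaign cutoff: mean of compounds within control limits plus 3 SD, cut at about 15% in these data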;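 further: 0% = median of all compound wells on the plate and 100% = blocking peptide control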
Target sequence (P02675 whole entry, looked up): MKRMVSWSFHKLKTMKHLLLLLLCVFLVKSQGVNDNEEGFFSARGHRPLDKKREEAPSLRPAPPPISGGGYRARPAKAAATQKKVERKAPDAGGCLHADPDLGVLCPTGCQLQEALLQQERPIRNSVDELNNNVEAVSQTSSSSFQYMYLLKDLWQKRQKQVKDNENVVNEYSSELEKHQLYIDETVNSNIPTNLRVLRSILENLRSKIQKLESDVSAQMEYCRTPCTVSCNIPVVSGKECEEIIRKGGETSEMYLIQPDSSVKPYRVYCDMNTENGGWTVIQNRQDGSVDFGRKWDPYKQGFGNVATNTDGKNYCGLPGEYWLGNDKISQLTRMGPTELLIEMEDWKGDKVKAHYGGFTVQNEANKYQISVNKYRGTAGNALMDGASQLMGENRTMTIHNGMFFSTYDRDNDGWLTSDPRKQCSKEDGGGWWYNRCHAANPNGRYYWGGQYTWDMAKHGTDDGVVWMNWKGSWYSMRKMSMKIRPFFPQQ
DDE Tn7 FP inh – inhibitors of Tn7 peptide binding to fibrin DD(E), primary screen, biochemical, fluorescence polarization, human fibrin, Tn7 probe | Fibrinogen beta chain (Homo sapiens), P02675 | FP displacement of FITC-Tn7 peptide from fibrin DD(E); 0% = median of compound wells per plate | inhibition, % at 8.3 µM | 370,000 tested, 0.13% active | AID 720508, 2013;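 active means inhibition above the mean of compounds falling within the control limits plus 3 SD of them, cut at about 14% in these data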;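 further: 0% = plate median of compound wells and 100% = 10 µM Aha-Tn7 peptide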
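Assay system: Human fibrin DD(E) protein | Medium: Tris buffer with calcium and detergent, pH 7.8 | Reagent: 0.1 µM fluorescent Tn7 | Compound dosing: Single point at 8.3 µM | Times: 10 min preincubation, 3 h with tracer, room temperature | Detection: Fluorescence polarization of the labelled Tn7 tracer | Controls: Aha-Tn7 high control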
proKLK7 act – proKLK7 zymogen activators, primary screen, biochemical, fluorescence intensity | Kallikrein-7 (Homo sapiens), P49862 | purified proKLK7, EDANS-DABCYL substrate fluorescence; 100% is mature enzyme control, 0% vehicle | activation, % at 7 µM | 370,000 tested, 0.9% active | AID 652039, 2013;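 active means activation above the mean of all tested compounds plus 3 SD, computed per campaign excluding outliers beyond control limits, cut at about 13% in these data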
Target sequence (P49862 whole entry, looked up): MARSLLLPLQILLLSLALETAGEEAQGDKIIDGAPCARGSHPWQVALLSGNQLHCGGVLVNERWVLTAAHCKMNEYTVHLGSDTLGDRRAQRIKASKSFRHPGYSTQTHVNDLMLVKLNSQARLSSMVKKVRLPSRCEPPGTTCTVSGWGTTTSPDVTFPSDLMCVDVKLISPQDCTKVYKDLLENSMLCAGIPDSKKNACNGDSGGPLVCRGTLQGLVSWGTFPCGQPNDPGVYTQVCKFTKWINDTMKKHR
TDP2 absorb – human TDP2 enzyme inhibitors, primary screen, biochemical, epi absorbance, recombinant enzyme; T5PNP hydrolysis, p-nitrophenol absorbance 415 nm; 370,000 tested, 0.34% active; AID 720702, 2013; inhibition, % at 12.8 µM;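 active means inhibition above the mean of all tested compounds plus 3 SD, set per campaign, cut at about 25% in these data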;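 further: 0% = DMSO with enzyme and 100% = buffer with substrate but no TDP2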
Target sequence (O95551 whole entry, looked up): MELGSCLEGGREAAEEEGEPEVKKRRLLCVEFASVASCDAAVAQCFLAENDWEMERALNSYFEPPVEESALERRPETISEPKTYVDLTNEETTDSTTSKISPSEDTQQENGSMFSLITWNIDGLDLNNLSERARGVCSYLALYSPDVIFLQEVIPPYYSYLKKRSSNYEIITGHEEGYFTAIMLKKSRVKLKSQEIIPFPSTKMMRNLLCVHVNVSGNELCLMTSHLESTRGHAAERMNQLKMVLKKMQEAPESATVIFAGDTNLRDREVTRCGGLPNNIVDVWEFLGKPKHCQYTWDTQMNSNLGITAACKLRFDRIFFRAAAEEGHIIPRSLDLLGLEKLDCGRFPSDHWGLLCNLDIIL
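System – recombinant human TDP2 · Quantity – TDP2 enzyme at 120 nM final · Doses – single concentration, 12.8 µM nominal, with 1% DMSO · Incubation – 2 h at 37 °C · Measured by – epi absorbance of p-nitrophenol freed from T5PNP by hydrolysis · Read-out – % inhibition relative to enzyme-containing and enzyme-free wells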
TCR CD3 inh – inhibitors of human TCR-CD3 interaction, primary screen, biochemical, fluorescence, TAMRA-labeled TCR probe | 360,000 tested, 0.37% active | inhibition, % at 9.4 µM; in the data active means inhibition above about 19%;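 further: recombinant mutant TCR 2C K166C tagged with TAMRA read by polarization; 0% = receptor in buffer alone and 100% = receptor with positive control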
UHRF1 binding – UHRF1 methylated DNA binding inhibitors, primary screen, counter-screen for MBD2 inhibitor project, biochemical, TR-FRET, human UHRF1, single concentration; E3 ubiquitin-protein ligase UHRF1 (Homo sapiens), Q96T88; UHRF1 binding to methylated oligo; inhibition, % at 4.4 µM; 370,000 tested, 0.75% active; in the data active means inhibition above about 21%;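 further: UHRF1 SRA domain binding a hemimethylated CpG hairpin DNA probe; 0% = median of test compound wells and 100% = reference inhibitor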
MBD2 inh – inhibitors of MBD2 binding to methylated DNA, primary screen, biochemical, TR-FRET, DNA-binding domain, human. inhibition, % at 4.4 µM. Methyl-CpG-binding domain protein 2 (Homo sapiens), Q9UBB5. 370,000 tested, 0.31% active. MBD2 binding to methylated oligonucleotide; in the data active means inhibition above about 13%
SIAE primary – human SIAE inhibitors, primary screen, biochemical, fluorescence polarization, FP-Rh probe, 1536-well HTS | inhibition, % at 9.66 µM | Sialate O-acetylesterase (Homo sapiens), Q9HAT2 | 370,000 tested, 0.69% active | SIAE FP-Rh probe binding;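 active means inhibition above a cutoff: mean of compounds within the control limits plus 3 SD of those, cut at about 17% in these data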;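 further: 0% = plate median of compound wells and 100% = probe without SIAE protein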
LEDGF integ inh – blockers of LEDGF/p75-dependent integrase strand transfer – biochemical, TR-FRET, high throughput, primary screen; AID 743269, 2014; HIV-1 integrase (with human LEDGF/p75); inhibition, % at 3.7 µM; 370,000 tested, 0.64% active; TR-FRET IN-LEDGF/p75 DNA integration, Eu/Cy5;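 active means inhibition above the screen-wide mean plus 3 SD, cut at about 13% in these data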;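 further: signal is the Cy5 over europium emission ratio at 671 and 618 nm; 0% = plate median of compound wells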
The depositor's hits bear a star; i = inactive.

SMILES	PRMT1 inh	DDE Tn6 FP inh	DDE Tn7 FP inh	proKLK7 act	TDP2 absorb	TCR CD3 inh	UHRF1 binding	MBD2 inh	SIAE primary	LEDGF integ inh
Cc1ccc(S(=O)(=O)N2CCCCC2)cc1NC(=O)c1ccc(Cl)nc1	-3	4	-2	0.2	3	-5	-2	-4	2	6
Cc1ccc(-c2noc(CN(C(=O)C(c3ccccc3)c3ccccc3)C(C)C)n2)cc1	1	-6	-7	0.5	-11	2	0	-1	-5	-2
NC(=O)C1=C[C@H](c2coc3ccccc3c2=O)C[C@H](OCCCCO)O1	5	-1	3	1.5	0	1	4	-1	3	-3
COc1ccc(CN(C)CCCn2cnc3c(OCc4ccccc4)ncnc32)cc1OC	2	8	9	-0.8	7	-1	19	3	-3	-1
COCCNC(=O)c1cc2cc(Cl)cc(Cl)c2oc1=O	3	0	1	-0.3	4	3	-1	-6	1	-3
CC1(C)Cc2c(ccc3ccccc23)/C(=C/C(=O)N2CCCCC2)N1	-2	1	-4	4.7	-12	-4	7	-1	-5	2
Cc1csc2c(SCC(=O)NNS(=O)(=O)c3cccc(C(F)(F)F)c3)ncnc12	4	-6	-1	0.4	-1	-5	-62	-5	-1	-1
c1ccc(Cc2noc(CN3CCN(C4CCc5ccccc5C4)CC3)n2)cc1 (stereo not drawn)	-4	-7	1	0.3	5	7	0	-2	-2	-3
COc1cc(/C=N/N2C(=O)c3ccccc3NC2(C)c2cccc([N+](=O)[O-])c2)cc(Br)c1O (stereo not drawn)	6	-3	0	1.9	8	3	-2	-1	3	6
CCCOC(=O)c1ccc(NC(=O)CSC2=Nc3ccccc3C3CC=NN23)cc1 (stereo not drawn)	35*	5	3	0.5	-10	-1	0	3	-7	-4
COC(=O)CNC(=O)COC(=O)/C=C/c1cccs1	1	-6	-4	-0.1	10	0	10	-1	-2	-1
O=C(Nc1cc(C(F)(F)F)ccc1N1CCOCC1)c1ccc(F)cc1	2	-7	3	0.4	1	-3	1	2	1	1
CCOc1ccc(S(=O)(=O)NC(Cc2c[nH]c3ccccc23)C(=O)O)cc1 (stereo not drawn)	-3	-1	1	-0.3	2	5	1	6	2	0
COc1ccc(S(=O)(=O)N(C)CC(=O)NCc2ccco2)cc1	-1	5	-2	-0.3	7	-1	-4	1	5	-3
Cc1c(CC(=O)O)c(=O)oc2c(C)c(OCc3ccc(F)cc3Cl)ccc12	3	5	-2	-0.7	8	8	-2	-4	-1	2
CN=c1oc2ccc(Cl)cc2cc1C(N)=O	0	2	-4	-4.8	4	4	-2	-3	2	0
O=C(CCCC(=O)OCC(=O)c1cccs1)Nc1ccc(F)cc1	0	8	2	-0.4	-3	4	-2	-8	1	-4
O=C(C[n+]1ccc(Cc2ccccc2)cc1)Nc1ccccc1	-2	3	5	0.0	10	-4	-2	3	-2	0
O=C(COC(=O)/C=C/c1ccc2ccccc2n1)NNC(=O)c1ccccc1	-1	-1	6	0.2	1	-1	-3	-6	-7	3
CCc1ccc(OCC(=O)N/N=C(\C)c2ccccc2OC(F)F)cc1	-2	3	1	0.6	-4	5	-6	-5	0	-2
CCOc1ccc(-n2c(SCc3cc(=O)oc4cc(C)c(C(C)C)cc34)nnc2-c2cccnc2)cc1	-2	-1	-9	-0.1	3	2	13	-2	-3	-1
CC(/C=C1\SC(=S)N(NS(=O)(=O)c2ccc(C)cc2)C1=O)=C\c1ccccc1	7	1	5	0.3	5	1	2	4	-13	-4
Cc1oc(-c2ccc(Cl)cc2)nc1CSCC(=O)NC1CCN(Cc2ccccc2)CC1	1	1	2	-0.3	-6	4	-2	-7	4	-2
O=C(COC(=O)/C=C/c1cccc(Cl)c1)Nc1c(F)cccc1F	-2	-6	-5	-0.7	-8	-10	2	-1	-7	4
COc1ccc(Cl)cc1NC(=O)CSc1nnc(CN2CCOCC2)n1-c1ccc(Cl)cc1	1	-8	-3	0.6	13	-5	5	6	-1	-1
SMILES	PRMT1 inh	DDE Tn6 FP inh	DDE Tn7 FP inh	proKLK7 act	TDP2 absorb	TCR CD3 inh	UHRF1 binding	MBD2 inh	SIAE primary	LEDGF integ inh
COc1cc2c3c([nH]c2cc1F)C(=O)NCC3	2	4	6	-0.3	4	6	-2	-6	1	3
CCOc1ccc(CCNC(=O)c2[nH]c(C)c(C(C)=O)c2C)cc1OCC	3	2	-2	0.8	-7	-2	6	-3	-1	0
Cc1ccc(-c2nsc3c(N4CCC(C(N)=O)CC4)ncnc23)cc1	-3	6	2	0.3	-8	5	0	-3	1	-2
O=C(O)CC(C(=O)O)N1C(=O)/C(=C/c2ccc(-c3nc4ccccc4s3)o2)SC1=S (stereo not drawn)	55*	-12	-2	0.4	13	22*	79*	34*	4	53*
COc1ccc(CC(=O)N2CCC3(CC2)NCCc2[nH]cnc23)cc1	-4	-4	8	-0.8	6	-1	-2	-8	11	3
Cc1ccc(CNS(=O)(=O)c2c(C)[nH]c(C)c2C(=O)N2CCCCC2)cc1	4	-8	-1	-0.8	-10	-3	4	9	7	2
Cn1c(=O)c2c(nc3n2CC(O)CN3c2ccccc2)n(C)c1=O (stereo not drawn)	1	0	3	0.4	-3	6	0	5	-5	1
NC(=O)c1c(N)[nH]c(C(=O)c2ccccc2)c1-c1ccncc1	7	1	-1	-0.6	-2	6	0	6	-1	-3
Cc1ccc(S(=O)(=O)N2CCCCC2)cc1C(=O)NCCN1CCOCC1	0	-2	0	0.6	10	5	0	-1	0	2
CCc1nc2n[nH]c(N)c2c2c1CCCC2	-1	-7	-4	0.5	-1	3	-1	-3	-5	-2
O=C(CN1CCCC1)Nc1sc2c(c1C(=O)Nc1ccccc1)CCCC2	-4	0	-4	0.1	-8	0	-1	5	6	-3
CNc1nc(Cl)nc(NC(C)(C)C)n1	1	-2	3	0.2	4	-2	0	-1	0	1
Cc1ccc(NC(=O)CSc2nc3c(c(=O)n(C)c(=O)n3C)n2C)cc1	-1	0	4	-0.2	8	7	1	-3	4	-3
O=C(NCc1ccc2c(c1)OCO2)C12CN(Cc3ccccc3)CC1C(c1cccc([N+](=O)[O-])c1)=NO2 (stereo not drawn)	2	-7	-1	-0.6	-4	5	-2	-3	-2	-3
CN1CCN(S(=O)(=O)c2cccc(S(=O)(=O)c3cccc(S(=O)(=O)N4CCN(C)CC4)c3)c2)CC1	-3	1	0	-0.7	3	5	1	-2	3	-1
COC(=O)[C@H](Cc1ccc(O)cc1)NC(=O)Cn1cnc(C(=O)Nc2ccc(C)c(C)c2)n1	0	5	-4	-0.1	2	9	-2	1	-1	-1
COc1cccc(C(C)(O)c2nc(-c3cccc(NC(C)=O)c3)cs2)c1 (stereo not drawn)	-4	6	-7	0.2	-9	4	1	-2	-5	0
CCCN(CCC)CCNC(=S)Nc1ccc2nc3n(c(=O)c2c1)CCCCC3	-8	-3	-4	0.0	2	6	3	7	13	3
COc1ccc(/C(C)=N/NC(=O)CNC(=O)c2ccco2)c(OC)c1	0	3	4	-0.2	-6	0	0	4	2	3
C[C@@H]1CN([C@H](C)CO)C(=O)CCCn2nncc2CO[C@H]1CN(C)S(=O)(=O)c1cn(C)cn1	0	6	-5	0.7	5	4	-1	-2	-1	2
COC(=O)CSc1nn(-c2ccc(F)cc2)c(=S)s1	0	-2	-1	0.0	-8	0	21*	6	-1	-2
Cc1cccc(CSc2nnc3c(n2)[nH]c2ccccc23)c1	-2	8	-4	0.5	4	2	-1	-1	-1	3
Cc1ccc(S(=O)(=O)NCCC(=O)Nc2cccc(S(=O)(=O)N3CCCC3)c2)cc1C	-1	-6	-8	-0.1	-7	-3	1	1	-4	2
Cc1nc(NC2CCCC2)sc1C(=O)N(C)C	-1	-3	-1	-0.2	-1	-4	18	2	4	4
Cn1c(=O)c(C#N)c(-c2ccccc2)n2cnnc12	-1	-5	1	-0.4	4	-5	-2	1	-1	0
SMILES	PRMT1 inh	DDE Tn6 FP inh	DDE Tn7 FP inh	proKLK7 act	TDP2 absorb	TCR CD3 inh	UHRF1 binding	MBD2 inh	SIAE primary	LEDGF integ inh
Cc1nc2ccccc2c2oc(C(=O)NCCCN3CCCC(C)C3)cc12 (stereo not drawn)	-5	9	-1	0.4	-4	6	4	3	-9	0
O=C(CSc1ccccc1)NNC(=O)c1ccncc1	-1	-4	-5	0.0	16	10	-2	3	11	2
O=C(COC(=O)/C=C/c1ccc(F)cc1)NCc1cccs1	-4	0	-1	-0.5	-6	6	2	-4	6	1
Cn1nc(C(=O)OCC(=O)Nc2ccccc2OC(F)F)c2ccccc2c1=O	3	-2	5	0.4	4	3	1	-3	-7	2
C/C=C/C=C/C(=O)O	0	1	0	0.1	-5	27*	-2	-1	7	i
O=C(COC(=O)c1cnccn1)c1ccc([N+](=O)[O-])cc1	47*	0	-3	-0.8	9	9	0	-3	4	3
COc1cccc(/C=N/n2c(CO)nc3ccccc32)c1OC	-1	-2	1	0.5	10	5	-4	-2	-1	2
COc1ccc(CNC(=O)c2cc(-c3cc(C)ccc3O)n[nH]2)cc1	2	7	2	-0.1	-3	-1	-1	-3	-5	0
Nc1ncnc2c1ncn2[C@@H]1O[C@H](COS(=O)(=O)O)[C@@H](O)[C@H]1O	0	-1	-1	0.4	1	-4	-1	-3	-4	2
COc1ccccc1-c1ccccc1C1=CC(=O)CC(C)(C)C1=O	6	0	14*	-0.2	2	2	0	5	1	0
CCN1CCCC(OC(=O)c2cc(-c3ccccc3Cl)nc3ccccc23)C1 (stereo not drawn)	-1	-4	-5	-0.4	5	-1	-2	-3	3	-2
COc1ccc(CC(=O)NCC(=O)N/N=C/c2cc(Br)ccc2OC)cc1	-3	14	-2	-18	-3	-2	-3	-4	-3	-5
CCOc1ccc(CCNC(=O)c2ccc(C)c(S(=O)(=O)N3CCOCC3)c2)cc1OCC	1	-1	3	0.5	2	3	0	-5	13	1
CC(=O)Nc1ccc(Oc2ccc(NC(C)=O)c(NC(C)=O)c2)cc1	3	5	-1	-0.6	-5	-15	2	6	4	-5

Retrieved by structure from above:
SMILES	PRMT1 inh	DDE Tn6 FP inh	DDE Tn7 FP inh	proKLK7 act	TDP2 absorb	TCR CD3 inh	UHRF1 binding	MBD2 inh	SIAE primary	LEDGF integ inh
CC(=O)Nc1ccc(Oc2ccc(NC(C)=O)c(NC(C)=O)c2)cc1	3	5	-1	-0.6	-5	-15	2	6	4	-5
O=C(COC(=O)c1cnccn1)c1ccc([N+](=O)[O-])cc1	47*	0	-3	-0.8	9	9	0	-3	4	3
